EPAC2 antagonist = antagonists of human EPAC2; Potency, µM (top dose mostly 114 µM), without a hit: at the top dose activity, negative = inhibition, usual class: inhibitors; 0.18% of 360,000 active; Q8WZA2; EPAC2 GEF exchange of Rap1B-BODIPY-GDP, fluorescence; also: % is scaled to controls: 0 for no effect and ±100 for the full control effect; nearly all actives have a fitted effect of over 45% in size; many of its hits are not listed in these tables
EPAC2 agonist = agonists of human EPAC2 (RAPGEF4); Q8WZA2; EPAC2 activation, biochemical qHTS; response scale: 100% = 6.5 mM cAMP response; Potency, µM (top dose mostly 154 µM), inactives show at the highest dose activation, hits mostly activators; 0.079% of 360,000 active; also: nearly all actives have a fitted effect of over 50% in size
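Fluorescence exchange assay: 100 nM EPAC2 with 250 nM RAP1B-BODIPY-GDP and 50 uM GDP; compounds tested as a concentration-titration series (qHTS). Loss of Rap1-bound BODIPY-GDP fluorescence read at 480/540 nm; data normalized to 6.5 mM cAMP.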
PTHR1 ag = activates the human parathyroid hormone receptor PTHR1. Q03431. HEK293 GP2 PTHR1 cells, GloSensor cAMP luminescence, 1 h. Potency, µM (series often up to 115 µM), without a hit: at the highest dose activation, hits mostly activators. 0.075% of 410,000 active; also: nearly all actives have a fitted effect of over 55% in size; some results filed as inactive show a strong effect at the top dose; inactives centre near -15; many of its hits are not listed in these tables
Target sequence (Q03431 whole entry, looked up): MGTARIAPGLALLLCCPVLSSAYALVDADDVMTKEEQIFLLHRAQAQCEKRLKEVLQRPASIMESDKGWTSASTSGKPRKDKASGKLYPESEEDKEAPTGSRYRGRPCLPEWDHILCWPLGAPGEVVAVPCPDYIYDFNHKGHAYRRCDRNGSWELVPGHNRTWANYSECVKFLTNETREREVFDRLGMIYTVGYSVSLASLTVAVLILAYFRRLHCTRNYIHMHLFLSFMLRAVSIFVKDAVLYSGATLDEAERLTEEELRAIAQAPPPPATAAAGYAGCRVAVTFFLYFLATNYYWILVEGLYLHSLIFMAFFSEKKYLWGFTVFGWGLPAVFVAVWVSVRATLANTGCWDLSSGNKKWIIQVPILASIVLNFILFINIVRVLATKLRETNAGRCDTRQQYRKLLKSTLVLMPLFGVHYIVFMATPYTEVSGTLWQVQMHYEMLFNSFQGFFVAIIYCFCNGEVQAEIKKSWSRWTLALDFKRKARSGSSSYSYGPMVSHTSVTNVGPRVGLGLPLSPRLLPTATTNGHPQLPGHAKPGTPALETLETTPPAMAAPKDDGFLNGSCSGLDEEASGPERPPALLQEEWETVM
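HEK-293-derived GP2 cells expressing PTHR1 and a GloSensor cAMP reporter, 3,000/well, plated overnight, given luciferin plus IBMX (each 0.5 mM as added) for 1 h at 37 °C, then compound for 1 h at 37 °C. Luminescence was read after 15 min at room temperature.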
TDP-43 yeast inh = rescues yeast growth from TDP-43 toxicity; TDP-43 expressing yeast growth rescue, BacTiter-Glo, 24 h; Potency, µM (highest dose often 46.1 µM), inactives show at the highest dose growth rescue (activation), usual class: activators; 1.8% of 410,000 active; AID 652104; also: % of control where 0% means no effect; nearly all actives have a fitted effect of over 50% in size
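In this qHTS, compounds that restore growth of yeast expressing TDP-43 appear as activators. Cells (OD600=0.02, galactose medium, raffinose-pregrown) are incubated with compound 24 hr at 30 deg C and growth is quantified by BacTiter-Glo.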
EPAC1 agonist = activates human EPAC1 exchange factor; O95398; EPAC1 agonist qHTS, biochemical assay; response scale: 100% = response to 6.5 mM cAMP; Potency, µM (highest dose often 154 µM), for the others: top-dose activation, most hits filed as activators; 0.073% of 360,000 active; AID 720707; also: nearly all actives have a fitted effect of over 60% in size
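Compounds were pinned as a concentration titration into mixtures of EPAC1 (100 nM), BODIPY-GDP-loaded Rap1B (250 nM) and GDP (50 uM). After 5 min at room temperature, fluorescence was followed for 30 min; activity was scaled to 6.5 mM cAMP.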
aSyn rescue = alpha-synuclein toxicity inhibition in yeast; Yeast expressing alpha-synuclein, growth rescue, BacTiter-Glo, 24 h; Potency, µM (series often up to 46.1 µM), for the others: at the top dose growth rescue (activation), actives largely listed as activators; 0.14% of 370,000 active; also: % of control where 0% means no effect; nearly all actives have a fitted effect of over 65% in size
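Galactose-induced alpha-syn yeast (OD600=0.02, raffinose-pregrown) + pinned cpd, 24 hr, 30 deg C; growth by BacTiter-Glo luminescence. Growth restoration scores as activation.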
FUS suppressor = FUS proteinopathy suppression in yeast; S. cerevisiae FUS-expressing, growth rescue, OD600, 24 h; Potency, µM (titrated, usually from 76.6 µM), without a hit: top-dose growth rescue (activation), actives largely listed as activators; 0.24% of 390,000 active;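 also: plate controls were DMSO vehicle for no effect and reference control for full effect; nearly all actives have a fitted effect of over 55% in size; some results filed as inactive show a strong effect at the top dose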
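Steps: raffinose overnight preculture; dilution to OD 0.005 in 2% galactose minimal medium; compound addition (concentration series); 24hr at 30C, 99% humidity; absorbance read at 600 nm.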
EPAC1 antagonist = antagonists of human EPAC1 | O95398 | EPAC1 GEF assay, Rap1b-BODIPY-GDP exchange fluorescence | Potency, µM (doses to about 115 µM), for inactives: at the highest dose activity change, negative = inhibition, actives largely listed as inhibitors | 0.14% of 360,000 active;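 also: plate controls were vehicle for no effect and positive control for full effect; nearly all actives have a fitted effect of over 50% in size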
* = called active by the depositor; i = inactive; ? = inconclusive; · = no result given; [ ] = another dose, or the depositor's remark. Calls follow the shape of the dose curve; as a rule, active = well fitted curve in the direction sought with a large enough effect; inconclusive = small, poorly fitted or top-dose-only effect, or another doubt; inactive = no such curve, though single readings can be large; an effect the other way counts as inactive or inconclusive. Potency is read from the fitted curve at half-maximal effect. These rows are one share of the data (hit frequency here may not be typical).

SMILES	EPAC2 antagonist	EPAC2 agonist	PTHR1 ag	TDP-43 yeast inh	EPAC1 agonist	aSyn rescue	FUS suppressor	EPAC1 antagonist
CCc1ccc(NC(=O)C2CCN(C(=O)N3CCOc4ccccc43)CC2)cc1	-6.1%	14.3%	-35.4%[inhibitor]	?	-8.0%	16.1%	18.7%	-12.3%
CCCNC(=O)C1(C)CCN(C(=O)C(c2ccccc2)c2ccccc2)C1 (stereo not drawn)	2.5%	12.1%	i	5.5%	-3.3%	-7.7%	-12.2%	3.0%
Cc1ccc(N=Nc2[nH]c3ccccc3c2O)cc1	10.4%	-7.3%	i	?	2.6%	-0.5%	-5.9%	4.1%
Cc1ccc(CN2CCN(Cc3cnc(C)[nH]3)CC2CCO)cc1 (stereo not drawn)	3.0%	2.8%	-16.2%	-24.7%	1.7%	-8.8%	21.6%	-9.3%
COc1cccc(-c2coc3cc4oc(=O)c(CC(=O)O)c(C)c4cc23)c1	?	6.0%	-2.3%	15.9%	5.8%	-3.0%	21.7%	-12.3%
C#CCOCCOCCOCCNc1nc(N2CCN(C(=O)C(CCC(=O)O)n3cc(C(N)CC(C)C)nn3)CC2)nc(N2CCN(C(=O)C(Cc3cc4ccccc4[nH]3)n3cc(C(N)Cc4ccc(O)cc4)nn3)CC2)n1 (stereo not drawn)	3.1%	3.1%	i	2.6%	-16.2%	-3.8%	33.5%	-2.3%
Cc1cccc(N2C(=O)CC(Sc3ccccc3C(=O)O)C2=O)c1 (stereo not drawn)	-1.6%	-9.2%	i	?	-6.5%	-2.8%	-9.3%	3.4%
CCC/C=C/c1ccc(CN2C(C)C(=O)N(Cc3cn(CCOCOC)nn3)CCS2(=O)=O)cc1 (stereo not drawn)	6.8%	11.2%	-16.2%	0.0%	-12.0%	-0.1%	5.9%	-3.0%
COc1ccc(OC)c(NC(=O)COC(=O)Cc2ccc(Br)cc2)c1	2.4%	23.1%	-15.5%	-27.6%	-5.0%	-3.1%	32.9%	-16.7%
CN1C(=O)CN(CCN2CC(=O)N(C)C(=O)C2)CC1=O	2.5%	2.9%	i	19.0%	3.4%	-0.8%	-35.1%	18.7%
Cn1nc([N+](=O)[O-])nc1Sc1ccc(Cl)cc1	17.6%	9.8%	-23.4%	0.4%	1.2%	-1.8%	-9.1%	6.1%
Cn1c(=S)oc2ccccc21	14.4%	9.6%	i	-7.4%	-4.4%	-1.2%	-12.6%	2.7%
Cc1cc(C(=O)CSc2nnc(Cc3ccccc3)o2)c(C)n1Cc1ccc2c(c1)OCO2	9.7%	2.9%	-16.4%	8.0%	7.6%	-2.9%	25.9%	5.3%
CSc1sc(C(=O)NNC(=O)c2ccc(Cl)cc2)c2c1C=CCC2	3.7%	4.0%	i	-4.4%[1.82 µM]	-9.0%	24.5%	22.8%	-5.1%
Cc1cc(C)cc(C(O)c2ncc(-c3ccc4ccccc4c3)[nH]2)c1 (stereo not drawn)	-15.5%	16.4%	-21.2%	4.5%	-0.2%	-20.5%	-6.3%	-12.9%
Cc1ccc(C(=O)O/N=C(\N)Cc2cccs2)c(Cl)c1	-1.5%	9.1%	-39.8%[inhibitor]	-91.7%[inhibitor]	0.4%	-71.8%[inhibitor]	17.6%	2.8%
COc1cc(/C=N/NC(=O)c2cc(C)oc2C)ccc1O	7.1%	-0.8%	i	0.1%	7.5%	-7.8%	17.5%	4.4%
CCOc1ccc(C(=O)NC(C(=O)N2CCC2)C(C)C)cc1 (stereo not drawn)	-7.0%	17.2%	-10.5%	-20.8%	0.3%	-6.3%	8.4%	-5.5%
CCOC(=O)c1cnc2c(ccc3ccccc32)c1NCCCN(C)C	1.8%	-3.0%	-16.5%	1.9%	-2.1%	?	-6.4%	-15.1%
COc1cccc(C(=O)Nc2ccc(C(=O)c3ccncc3)cc2)c1	4.9%	6.1%	-23.7%	4.3%	2.9%	-1.8%	10.7%	-11.0%
Cc1nn(-c2ccccc2)c(N2CCCC2)c1/C=N/NC(=S)Nc1ccccc1F	9.4%	-6.5%	i	16.0%	-4.8%	3.0%	·	-4.7%
COc1ccc(Cc2n[nH]c(=S)n2-c2ccc3c(c2)OCCO3)cc1	-16.1%	-4.2%	-10.7%	19.5%	-0.9%	-6.7%	24.1%	-24.2%
COc1ccc(NS(=O)(=O)c2ccc(N3CCCCC3)c(N)c2)cc1	-16.2%	17.1%	-41.6%[inhibitor]	-7.8%	-0.9%	-0.7%	37.5%	-29.5%
O=S(=O)(Nc1ccc(-c2ccc3nncn3n2)cc1)c1cccc(F)c1	-3.3%	6.8%	i	10.8%	2.6%	-3.4%	7.4%	3.8%
CC(=O)Nc1cccc(NC(=O)CSc2nn3c(=O)c(C)nnc3s2)c1	4.8%	12.9%	i	21.9%	2.5%	-1.3%	6.6%	-9.8%
C=C[C@@H]1c2cc(C)ccc2N(S(=O)(=O)c2ccc(C)cc2)[C@H](c2ccccc2)C1(C#N)S(=O)(=O)c1ccccc1 (stereo partly drawn)	1.5%	4.5%	-14.6%	6.8%	-16.5%	-4.4%	-7.3%	-8.3%
CCSc1ccc(C(=O)Nc2cccc(C)n2)cc1[N+](=O)[O-]	21.5%	5.0%	-18.8%	-4.2%	-4.9%	-6.3%	·	8.6%
Cc1cc2c(cc1C)N(CC(=O)N1CCCC1)C(=O)CC(c1ccccc1)=N2	5.0%	6.7%	-5.3%	-10.5%	2.0%	-2.1%	13.8%	-6.5%
C[C@H]1CN([C@@H](C)CO)S(=O)(=O)c2ccc(C#CC3CC3)cc2O[C@@H]1CN(C)S(C)(=O)=O	-5.4%	4.5%	i	?	1.8%	-3.8%	13.6%	-21.6%
O=C(Nc1ccc(C(=O)N2CCOCC2)cc1)Nc1cccc2ccccc12	6.8%	7.1%	-15.9%	-18.4%[9.22 µM]	-1.4%	0.3%	10.8%	4.5%
Cc1nnc(SCC(=O)N2CCCC(N3CCN(c4ccc(F)cc4)CC3)C2)o1 (stereo not drawn)	-0.9%	7.4%	i	-0.4%	-16.7%	1.3%	-9.0%	4.4%
COc1ccc(-c2cnc3c(NC(C)=O)cc(-c4ccsc4)cn23)cc1OC	-22.8%	17.1%	-14.1%	14.9%	5.2%	0.4%	?	?
O=S(=O)(c1ccc(F)cc1)N1CCN(c2ccccn2)CC1	5.9%	5.2%	-26.7%	-0.9%	10.2%	2.7%	9.5%	10.7%
NS(=O)(=O)c1cccc(NC(=O)CSc2ccccn2)c1	9.5%	-1.9%	i	-4.3%	-4.4%	2.4%	5.5%	7.3%
C/C(=N/NC(=O)CNC(=O)c1cccs1)c1ccco1	16.9%	3.6%	i	8.8%	-4.2%	6.8%	3.3%	-1.2%
O=C(Nc1ccc(S(=O)(=O)Nc2nccs2)cc1)c1cccc(S(=O)(=O)N2CCOCC2)c1	-3.2%	-10.9%	i	-8.5%	-2.8%	-5.2%	13.7%	7.9%
COc1cc(C)c(C(=O)Oc2cc(C)c(C(=O)O)c(O)c2C)c(O)c1C	-29.7%	-3.2%	-54.4%[inhibitor]	22.5%	-23.6%	?	-16.0%	-28.1%
COc1ccc(N2C(=O)CSC2c2ccc3c(c2)OCO3)cc1 (stereo not drawn)	-4.0%	14.4%	i	0.0%	3.2%	1.6%	-2.8%	1.7%
O=C(C[C@H]1C/C=C\C[C@H](NC(=O)OCC2c3ccccc3-c3ccccc32)C(=O)O[C@@H](c2ccccc2)CNC1=O)NCCO	13.3%	-6.7%	-15.9%	-4.3%	-11.0%	0.4%	?	-29.2%
C=CCOc1c(Cl)cc(CNn2cn[nH]c2=S)cc1OC	10.5%	2.1%	i	8.7%	4.6%	2.1%	0.9%	-1.1%

Quoted from the listing for reference:
SMILES	EPAC2 antagonist	EPAC2 agonist	PTHR1 ag	TDP-43 yeast inh	EPAC1 agonist	aSyn rescue	FUS suppressor	EPAC1 antagonist
O=C(Nc1ccc(S(=O)(=O)Nc2nccs2)cc1)c1cccc(S(=O)(=O)N2CCOCC2)c1	-3.2%	-10.9%	i	-8.5%	-2.8%	-5.2%	13.7%	7.9%
COc1cc(C)c(C(=O)Oc2cc(C)c(C(=O)O)c(O)c2C)c(O)c1C	-29.7%	-3.2%	-54.4%[inhibitor]	22.5%	-23.6%	?	-16.0%	-28.1%
COc1ccc(N2C(=O)CSC2c2ccc3c(c2)OCO3)cc1 (stereo not drawn)	-4.0%	14.4%	i	0.0%	3.2%	1.6%	-2.8%	1.7%
O=C(C[C@H]1C/C=C\C[C@H](NC(=O)OCC2c3ccccc3-c3ccccc32)C(=O)O[C@@H](c2ccccc2)CNC1=O)NCCO	13.3%	-6.7%	-15.9%	-4.3%	-11.0%	0.4%	?	-29.2%
C=CCOc1c(Cl)cc(CNn2cn[nH]c2=S)cc1OC	10.5%	2.1%	i	8.7%	4.6%	2.1%	0.9%	-1.1%

Further compounds.
SMILES	EPAC2 antagonist	EPAC2 agonist	PTHR1 ag	TDP-43 yeast inh	EPAC1 agonist	aSyn rescue	FUS suppressor	EPAC1 antagonist
c1ccc(Cn2nnc3c(NCC4CCCO4)nc(C4CC4)nc32)cc1 (stereo not drawn)	-7.7%	-1.5%	-12.3%	22.1%	15.8%	3.0%	-24.4%	-5.9%
COc1cc(CNC(C)(C)CO)cc(Br)c1OCc1ccc(Cl)cc1	-1.1%	-1.7%	i	-17.3%	4.1%	15.4%	·	-12.3%
O=C(O)COCc1nc2ccccc2[nH]1	-1.9%	-1.8%	-1.2%[57.5 µM]	0.0%	6.5%	1.5%	4.4%	-8.9%
O=C(Nc1cccc(NC(=O)c2cccc(Cl)c2)c1)c1cccnc1	0.8%	3.0%	-20.3%	0.9%	5.2%	-5.8%	-4.5%	-19.5%
CC1=CCC2C(=O)N(c3ccc4ccccc4n3)C(=O)C2C1 (stereo not drawn)	14.2%[57.1 µM]	-10.7%	-2.9%[57.5 µM]	-22.3%	2.1%	-2.4%	10.7%	7.6%
CCOc1cc(CN2CCCCCC2)ccc1OC	-7.5%	14.4%	-4.5%	0.0%	-4.3%	-4.5%	7.4%	12.0%
COC(=O)CSc1cc(SCC(=O)OC)c(C#N)c(SCC(=O)OC)c1	-1.0%	17.0%	-2.4%[57.5 µM]	6.5%	6.7%	-1.2%	8.8%	-4.5%
COc1cccc(C(=O)N2CCN(C3CCCCC3)CC2)c1	12.0%	10.5%	-8.0%	-17.9%	5.1%	-8.8%	-2.7%	-1.6%
COc1ccc(C(CNC(=O)CNC(=O)c2cccc(C)c2)N2CCOCC2)cc1 (stereo not drawn)	6.9%	0.1%	i	-9.2%	14.6%	2.0%	·	5.1%
CC(Oc1ccccc1)C(=O)Nc1ccc(C(N)=O)cc1 (stereo not drawn)	22.7%	2.9%	11.5%[57.5 µM]	-10.8%	-1.0%	2.3%	29.7%	5.4%
